Bioassay records deposited in PubChem by several laboratories.
MC4R antag cAMP = human MC4R antagonism in cAMP assay. P32245. MC4R-expressing cells, MTII-stimulated cAMP, LANCE TR-FRET. inhibition, % at 6.5 µM. 360,000 tested, 0.48% active;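 active = inhibition above its plate's cutoff, the mean of tested wells on that plate plus 3 SD, cut at about 29% in these data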;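 note: 0% = Melanotan II alone and 100% = Melanotan II plus saturating MCL0020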
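Assay system: U2OS cells stably expressing human melanocortin 4 receptor (MC4R) / Dosing: 6.5 µM / Timing: compound 30 min, challenge 1 h, detection 1 h / Measured by: Eu-cAMP/anti-cAMP TR-FRET, emission 671 nm / Replicates: singlicate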
SRC2 inh = human SRC2 (NCOA2) inhibition; Q15596; HEK293 GAL4-SRC2 luciferase reporter, luminescence; inhibition, % at 9 µM; 370,000 tested, 0.17% active; AID 651957;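 active = inhibition above the mean inhibition of all tested compounds plus 3 SD, set per campaign, cut at about 52% in these data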;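 note: 0% = DMSO treated cells and 100% = cells given Gossypol at 36 µM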
NOD2-RIPK2 inh = blocks binding of human NOD2 to RIPK2 | O43353 | CHO BLA complementation NOD2-RIPK2, CCF4 ratio | inhibition, % at 4.98 µM | 360,000 tested, 0.38% active | AID 624267; in the data active = inhibition above about 21%;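 note: 0% = vehicle only and 100% = reference blocker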
Target sequence (O43353 whole entry, looked up): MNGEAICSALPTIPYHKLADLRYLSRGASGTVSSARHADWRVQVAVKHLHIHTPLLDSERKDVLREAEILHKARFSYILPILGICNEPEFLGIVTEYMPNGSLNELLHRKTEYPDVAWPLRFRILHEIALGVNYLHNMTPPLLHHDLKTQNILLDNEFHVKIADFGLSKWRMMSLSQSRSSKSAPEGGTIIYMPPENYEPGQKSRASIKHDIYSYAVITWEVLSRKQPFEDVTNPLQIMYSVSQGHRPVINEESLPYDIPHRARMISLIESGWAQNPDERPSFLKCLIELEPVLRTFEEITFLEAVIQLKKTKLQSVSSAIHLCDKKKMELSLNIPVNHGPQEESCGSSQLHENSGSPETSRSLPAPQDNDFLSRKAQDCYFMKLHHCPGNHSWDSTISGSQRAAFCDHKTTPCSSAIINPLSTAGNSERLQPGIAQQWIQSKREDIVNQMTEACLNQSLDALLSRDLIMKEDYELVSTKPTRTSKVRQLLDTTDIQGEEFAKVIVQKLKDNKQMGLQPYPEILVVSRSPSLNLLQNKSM
TLR9-MyD88 inh = blocks human TLR9 binding to MyD88; CHO BLA complementation TLR9-MyD88, CCF4 FRET ratio; inhibition, % at 4.98 µM; Q9NR96+Q99836; 340,000 tested, 0.21% active;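 active = inhibition above the mean over all tested compounds plus 3 SD, cut at about 21% in these data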;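 note: 0% = DMSO only wells and 100% = clavulanate BLA inhibitor control wells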
ABHD5-PLIN5 inh = inhibitors of human ABHD5-perilipin-5 interaction; Q00G26+Q8WTS1; Split G. princeps luciferase complementation, luminescence, 4 h; inhibition, % at 4 µM; 360,000 tested, 0.78% active; AID 602281;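 active = inhibition above the mean inhibition across every tested compound plus 3 SD, cut at about 22% in these data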;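 note: 0% = DMSO only wells and the 100% control is not disclosed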
LMP1 NFkB inh = reduces LMP1-driven NF-kappaB luciferase signal; LMP1-induced NF-kappaB luciferase reporter cells, luminescence; inhibition, % at 12.5 µM; 350,000 tested, 0.69% active; AID 504558; in the data active = inhibition above about 41%;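 note: 0% = neutral control wells and 100% = reference inhibitor control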
LRH-1 inv ag = suppresses constitutive activity of human LRH-1; O00482; HEK293T StAR-luciferase reporter, LRH-1 transfected, 24 h; 360,000 tested, 0.13% active; inhibition, % at 3.6 µM;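 active = inhibition above the mean inhibition of all tested compounds plus 3 SD, cut at about 73% in these data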;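 note: 0% = DMSO wells and 100% = reporter-only cells lacking LRH-1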
NCOA3 inh = human NCOA3 inhibition | HEK293 GAL4-SRC3 luciferase reporter, luminescence | inhibition, % at 3.6 µM | 360,000 tested, 0.17% active | AID 588352;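 active = inhibition above a per-campaign cutoff, the mean of all compounds plus 3 SD, cut at about 60% in these data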;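 note: 0% = DMSO-treated cells and 100% = gossypol-treated cells at 36 µM; higher means less SRC3-driven luciferase light from the GAL4 reporter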
SRC1 inh = human NCOA1 inhibition | Q15788 | HEK293 GAL4-SRC1 luciferase reporter, luminescence | inhibition, % at 3.6 µM | 360,000 tested, 0.12% active;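 active = inhibition above the campaign mean plus 3 SD, with each screening campaign given its own cutoff, cut at about 60% in these data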;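 note: 0% = DMSO treated cells and 100% = gossypol at 36 µM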
MC4R barr agon = agonists of human melanocortin 4 receptor (MC4R) beta-arrestin. activation, % at 8.9 µM. AID 540308. P32245. 360,000 tested, 0.98% active. U2OS MC4R beta-arrestin complementation, luminescence; percent of melanotan II response, DMSO zero;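 active = activation above a per-plate cutoff, the mean activation of sample wells on that plate plus 3 SD, cut at about 8% in these data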
COUP-TFII inh = inhibitors of human COUP-TFII (NR2F2); HEK293T NGFI-A luciferase reporter, luminescence; 370,000 tested, 0.7% active; inhibition, % at 8.6 µM; P24468;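 active = inhibition above a per-plate cutoff, mean inhibition of test wells between control levels plus 3 SD, cut at about 38% in these data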;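 note: cells cotransfected with COUP-TFII expression vector driving the NGFI-A reporter; 0% = median of COUP-TF2 test wells and 100% = reporter-only cells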
Target sequence (P24468 whole entry, looked up): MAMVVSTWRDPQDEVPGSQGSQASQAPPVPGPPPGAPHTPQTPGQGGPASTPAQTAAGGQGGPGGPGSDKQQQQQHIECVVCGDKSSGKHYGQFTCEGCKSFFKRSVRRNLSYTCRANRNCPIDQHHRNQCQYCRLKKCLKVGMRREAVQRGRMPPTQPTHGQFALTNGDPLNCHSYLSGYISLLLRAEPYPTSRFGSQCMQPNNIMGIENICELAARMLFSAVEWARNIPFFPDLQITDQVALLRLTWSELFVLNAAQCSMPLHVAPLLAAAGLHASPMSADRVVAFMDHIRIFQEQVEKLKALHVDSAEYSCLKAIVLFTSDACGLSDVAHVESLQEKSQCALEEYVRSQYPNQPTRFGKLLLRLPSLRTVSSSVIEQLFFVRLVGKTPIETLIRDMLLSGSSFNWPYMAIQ
The depositor's hits bear a star.

Cn1c(-c2ccc3c(c2)OCO3)cnc1NCc1cccc(Cl)c1 was read as MC4R antag cAMP 17, NOD2-RIPK2 inh 7, TLR9-MyD88 inh 2, ABHD5-PLIN5 inh 4, LMP1 NFkB inh -8, LRH-1 inv ag -32, NCOA3 inh -15, SRC1 inh -8 and MC4R barr agon 2.2.
COc1ccc(/C=C(/NC(=O)/C=C/c2ccccc2)C(=O)N2CCOCC2)cc1 was read as MC4R antag cAMP -3, SRC2 inh 10, NOD2-RIPK2 inh -16, TLR9-MyD88 inh -1, ABHD5-PLIN5 inh 1, LMP1 NFkB inh -2, LRH-1 inv ag 20, NCOA3 inh 4, SRC1 inh -2, MC4R barr agon 3.0 and COUP-TFII inh 7.
Screening CC(=O)Nc1cc(-c2ccc(C(=O)N3CCOCC3)cc2)cn2c(-c3ccc(F)c(Cl)c3)cnc12 returned MC4R antag cAMP 7, SRC2 inh -1, NOD2-RIPK2 inh 0, ABHD5-PLIN5 inh 4, LRH-1 inv ag 3, NCOA3 inh -21, SRC1 inh -62, MC4R barr agon 7.0 and COUP-TFII inh 20.
`O=C1CC(c2ccccc2)n2ncnc2N1` (stereo not given) gave MC4R antag cAMP 6, SRC2 inh 4, NOD2-RIPK2 inh -3, TLR9-MyD88 inh 8, ABHD5-PLIN5 inh 1, LMP1 NFkB inh -4, LRH-1 inv ag -7, NCOA3 inh 19, SRC1 inh 1, MC4R barr agon -2.2 and COUP-TFII inh 3.
For O=[n+]1cc(-c2ccc(Cl)cc2)n([O-])c2c1CCC2 the results were MC4R antag cAMP 2, SRC2 inh 20, NOD2-RIPK2 inh 6, TLR9-MyD88 inh 5, ABHD5-PLIN5 inh -11, LMP1 NFkB inh -7, LRH-1 inv ag 4, NCOA3 inh 5, SRC1 inh -10, MC4R barr agon -0.5 and COUP-TFII inh 2.
`CSc1ccc(S(=O)(=O)NCC(=O)OCC(=O)N2CCCCC2C)cc1[N+](=O)[O-]` (stereo not given) gave MC4R antag cAMP 14, SRC2 inh -17, NOD2-RIPK2 inh 11, TLR9-MyD88 inh 5, ABHD5-PLIN5 inh 5, LMP1 NFkB inh -5, LRH-1 inv ag 1, NCOA3 inh 4, SRC1 inh -6, MC4R barr agon -3.7 and COUP-TFII inh -7.
Cn1c(=O)c2nc(-c3ccccc3)c(-c3ccccc3)nc2n(C)c1=O was read as MC4R antag cAMP 7, SRC2 inh -14, NOD2-RIPK2 inh -4, TLR9-MyD88 inh -6, ABHD5-PLIN5 inh -2, LMP1 NFkB inh -8, LRH-1 inv ag 21, NCOA3 inh 10, SRC1 inh 18, MC4R barr agon -1.0 and COUP-TFII inh 9.
`Cc1nn(C)c(C)c1S(=O)(=O)N1CCCC(C(=O)NC2CCCCCC2)C1` (stereo not given) gave MC4R antag cAMP 4, SRC2 inh 24, NOD2-RIPK2 inh 0, TLR9-MyD88 inh -2, ABHD5-PLIN5 inh 2, LMP1 NFkB inh 5, LRH-1 inv ag 12, NCOA3 inh 10, SRC1 inh 3, MC4R barr agon -0.7 and COUP-TFII inh 15.
Screening CC(C)Cc1nc2oc3c(Cl)ncnc3c2c2c1CCC2 returned MC4R antag cAMP 60*, SRC2 inh 8, NOD2-RIPK2 inh 8, TLR9-MyD88 inh -5, ABHD5-PLIN5 inh 4, LMP1 NFkB inh -2, LRH-1 inv ag 10, NCOA3 inh 10, SRC1 inh 7, MC4R barr agon -4.2 and COUP-TFII inh -9.
COc1cc(C(=O)N/N=C/c2ccc(OC(=O)c3ccccc3Cl)cc2)ccc1O was read as MC4R antag cAMP 1, SRC2 inh -18, NOD2-RIPK2 inh 2, TLR9-MyD88 inh 5, ABHD5-PLIN5 inh 6, LMP1 NFkB inh -3, LRH-1 inv ag 0, NCOA3 inh 5, SRC1 inh -19, MC4R barr agon 6.8 and COUP-TFII inh -11.
O=C(Nc1nnc(-c2cccnc2)s1)c1cccs1 was read as MC4R antag cAMP 8, SRC2 inh -36, NOD2-RIPK2 inh 8, TLR9-MyD88 inh -7, ABHD5-PLIN5 inh -5, LMP1 NFkB inh 7, LRH-1 inv ag -11, NCOA3 inh 5, SRC1 inh -10, MC4R barr agon -0.4 and COUP-TFII inh 12.
`CCOC(=O)CC(NS(=O)(=O)c1ccc2[nH]c(=O)sc2c1)c1ccc(C)cc1` (stereo not given) gave MC4R antag cAMP 19, SRC2 inh -9, NOD2-RIPK2 inh 1, TLR9-MyD88 inh -4, ABHD5-PLIN5 inh -16, LMP1 NFkB inh -2, LRH-1 inv ag 11, NCOA3 inh -7, SRC1 inh -2, MC4R barr agon 1.4 and COUP-TFII inh 11.
CC(=O)Nc1ccc(-c2ccnc3c2CC(C(=O)Nc2ccc(C(C)C)cc2)O3)cc1 (stereo not given) was read as MC4R antag cAMP 4, SRC2 inh 3, NOD2-RIPK2 inh -2, ABHD5-PLIN5 inh 0, LRH-1 inv ag 7, NCOA3 inh 4, SRC1 inh 21, MC4R barr agon -0.9 and COUP-TFII inh -8.
For CC(=O)N1CCN(C(=O)CSc2nc3c(cnn3-c3ccccc3)c(=O)[nH]2)CC1 the results were MC4R antag cAMP -4, SRC2 inh -17, NOD2-RIPK2 inh 0, TLR9-MyD88 inh -2, ABHD5-PLIN5 inh -6, LMP1 NFkB inh 8, LRH-1 inv ag 16, NCOA3 inh 0, SRC1 inh 5, MC4R barr agon -1.4 and COUP-TFII inh 3.
Screening Cc1cc(C)c2nc(C(F)(F)F)c(C#N)c(N)c2c1 returned MC4R antag cAMP -10, SRC2 inh 9, NOD2-RIPK2 inh -4, TLR9-MyD88 inh 6, ABHD5-PLIN5 inh 1, LMP1 NFkB inh 40, LRH-1 inv ag 17, NCOA3 inh 40, SRC1 inh -12, MC4R barr agon -0.7 and COUP-TFII inh 4.
For Cc1ccc(C(=O)Nc2c(C)n(C)n(-c3ccccc3)c2=O)cc1 the results were MC4R antag cAMP -1, SRC2 inh -2, NOD2-RIPK2 inh -6, TLR9-MyD88 inh -8, ABHD5-PLIN5 inh -2, LMP1 NFkB inh 7, LRH-1 inv ag -9, NCOA3 inh 12, SRC1 inh -7, MC4R barr agon -1.1 and COUP-TFII inh 22.
CC(=NO)c1ccc2c(c1)C(=NO)c1ccccc1-2 was read as MC4R antag cAMP -2, SRC2 inh 4, NOD2-RIPK2 inh 4, TLR9-MyD88 inh -3, ABHD5-PLIN5 inh -4, LMP1 NFkB inh -6, LRH-1 inv ag -37, NCOA3 inh -12, SRC1 inh -19, MC4R barr agon -2.8 and COUP-TFII inh -3.
CC(C)C1Cc2[nH][nH]c(=O)c2C(C2CC2)O1 (stereo not given) was read as SRC2 inh 10, NOD2-RIPK2 inh -2, ABHD5-PLIN5 inh 9, LRH-1 inv ag -15 and COUP-TFII inh 8.
O=C(CN(Cc1ccccc1)S(=O)(=O)c1cccc(C(F)(F)F)c1)NC1CCCCC1 was read as MC4R antag cAMP 4, SRC2 inh -2, NOD2-RIPK2 inh 4, TLR9-MyD88 inh -11, ABHD5-PLIN5 inh -6, LMP1 NFkB inh -3, LRH-1 inv ag 13, NCOA3 inh 5, SRC1 inh -4, MC4R barr agon 12* and COUP-TFII inh -3.
Screening COC1(OC)N=C(N)C2(C#N)C(c3ccccc3)NC(C)=CC12C#N (stereo not given) returned MC4R antag cAMP 0, SRC2 inh 2, NOD2-RIPK2 inh -2, TLR9-MyD88 inh -5, ABHD5-PLIN5 inh 1, LMP1 NFkB inh -8, LRH-1 inv ag 19, NCOA3 inh 7, SRC1 inh -72, MC4R barr agon 1.6 and COUP-TFII inh 8.
Screening Cc1ccc(Cn2cc(CN3CC(N4CCN(C5CCN(C)CC5)CC4)CS3(=O)=O)nn2)cc1 (stereo not given) returned SRC2 inh -3, NOD2-RIPK2 inh -9, ABHD5-PLIN5 inh 7, LRH-1 inv ag -9 and COUP-TFII inh 4.
For Cn1c2c(c(=O)n(C)c1=O)C(c1ccccc1Cl)C(C#N)=C(N)O2 (stereo not given) the results were MC4R antag cAMP -7, SRC2 inh -8, NOD2-RIPK2 inh -1, TLR9-MyD88 inh 9, ABHD5-PLIN5 inh 13, LMP1 NFkB inh 3, LRH-1 inv ag 8, NCOA3 inh 17, SRC1 inh 5, MC4R barr agon -0.7 and COUP-TFII inh -3.
`CC1CN(C)CCC1OC(=O)c1ccccc1` (stereo not given) gave MC4R antag cAMP 0, SRC2 inh -2, NOD2-RIPK2 inh -5, TLR9-MyD88 inh 2, ABHD5-PLIN5 inh 8, LMP1 NFkB inh 3, LRH-1 inv ag -7, NCOA3 inh -4, SRC1 inh -31, MC4R barr agon -0.1 and COUP-TFII inh -8.
For O=C(NC1CCN(C(=O)NCc2ccccc2)CC1)c1cccc(F)c1 the results were MC4R antag cAMP 1, SRC2 inh 4, NOD2-RIPK2 inh -9, TLR9-MyD88 inh 12, ABHD5-PLIN5 inh -1, LMP1 NFkB inh -1, LRH-1 inv ag 12, NCOA3 inh 11, SRC1 inh 13, MC4R barr agon 1.9 and COUP-TFII inh 7.
For CN(C)CCOC1c2ccccc2CSc2ccccc21 (stereo not given) the results were MC4R antag cAMP 4, SRC2 inh -5, NOD2-RIPK2 inh -7, TLR9-MyD88 inh -2, ABHD5-PLIN5 inh 13, LMP1 NFkB inh 7, LRH-1 inv ag -2, NCOA3 inh 7, SRC1 inh 5, MC4R barr agon -1.2 and COUP-TFII inh -8.
`CC(CC(=O)NNC(=O)c1ccncc1)c1ccccc1` (stereo not given) gave MC4R antag cAMP 1, SRC2 inh 3, NOD2-RIPK2 inh 7, TLR9-MyD88 inh -6, ABHD5-PLIN5 inh 4, LMP1 NFkB inh 2, LRH-1 inv ag 1, NCOA3 inh 1, SRC1 inh 4, MC4R barr agon -2.8 and COUP-TFII inh -14.
For Cc1cc(NC(=O)c2ccc(C#N)cc2)on1 the results were MC4R antag cAMP 4, SRC2 inh -8, NOD2-RIPK2 inh 7, TLR9-MyD88 inh -6, ABHD5-PLIN5 inh -3, LMP1 NFkB inh -7, LRH-1 inv ag -17, NCOA3 inh -6, SRC1 inh -2, MC4R barr agon 0.4 and COUP-TFII inh -6.
`O=C(CN1C(=O)CC(c2ccco2)Sc2ccccc21)NCc1ccc2c(c1)OCO2` (stereo not given) gave MC4R antag cAMP 27, NOD2-RIPK2 inh -7, TLR9-MyD88 inh -8, ABHD5-PLIN5 inh 2, LMP1 NFkB inh 0, LRH-1 inv ag -1, NCOA3 inh 1, SRC1 inh -14 and MC4R barr agon 0.5.
CCOc1cc(/C=N/NC(=O)c2cccnc2)ccc1OCC(=O)N(C)C was read as MC4R antag cAMP -4, SRC2 inh -27, NOD2-RIPK2 inh 6, TLR9-MyD88 inh 12, ABHD5-PLIN5 inh 2, LMP1 NFkB inh -7, LRH-1 inv ag 12, NCOA3 inh -10, SRC1 inh -25, MC4R barr agon -2.0 and COUP-TFII inh 5.

These rows are one share of the data; the hit share may differ from the screen's.
